TDP1 cell CPT – growth inhibition of DT40 Tdp1-/-;hTDP1 cells with camptothecin (screen for TDP1 inhibitors) | chicken DT40 Tdp1-/-;hTDP1 cells + 20 nM CPT, ATP luminescence, 48 h | Potency, µM (series often up to 46.2 µM), inactives show top-dose activity change, negative = growth inhibition, most hits filed as inhibitors | hit rate 12% among 420,000 | AID 686979; note: nearly all actives have a fitted effect of over 55% in size
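Cell growth measured by CellTiter-Glo luminescence after a minimum 48 h, 37 C compound exposure with 20 nM CPT in Tdp1-knockout DT40 cells stably expressing hTDP1, seeded 400/well; qHTS titration format.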
TDP1 inh – TDP1 (human) enzyme inhibition. Q9NUW8. recombinant TDP1, AlphaScreen DNA substrate cleavage. Potency, µM (series often up to 130 µM), inactives show at the highest dose activity change, negative = inhibition, hits mostly inhibitors. hit rate 0.28% among 350,000; note: nearly all actives have a fitted effect of over 40% in size
Target sequence (Q9NUW8 whole entry, looked up): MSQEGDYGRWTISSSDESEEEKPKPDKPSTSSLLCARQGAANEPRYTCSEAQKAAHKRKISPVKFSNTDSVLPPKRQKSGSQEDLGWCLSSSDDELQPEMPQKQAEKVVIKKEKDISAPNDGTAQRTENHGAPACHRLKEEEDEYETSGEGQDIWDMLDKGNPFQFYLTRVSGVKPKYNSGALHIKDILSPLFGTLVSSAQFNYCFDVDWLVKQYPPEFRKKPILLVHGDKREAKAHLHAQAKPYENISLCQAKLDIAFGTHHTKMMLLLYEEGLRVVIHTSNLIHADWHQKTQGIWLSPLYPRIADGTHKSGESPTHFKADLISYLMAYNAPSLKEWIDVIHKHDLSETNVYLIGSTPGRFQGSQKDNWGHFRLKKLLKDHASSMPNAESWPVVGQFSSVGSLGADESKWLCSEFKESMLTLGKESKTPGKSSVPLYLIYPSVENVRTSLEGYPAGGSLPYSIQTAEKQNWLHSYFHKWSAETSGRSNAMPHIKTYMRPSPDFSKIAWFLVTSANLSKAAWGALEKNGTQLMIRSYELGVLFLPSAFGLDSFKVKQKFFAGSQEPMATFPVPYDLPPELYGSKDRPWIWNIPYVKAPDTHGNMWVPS
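Compounds were preincubated with Tdp1 (1 nM final) for 15 min at room temperature before substrate (15 nM final) started a 5 min reaction; beads (10 ug/ml final) were then added for 10 min before AlphaScreen detection.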
DT40 TDP1 no CPT – qHTS for Inhibitors of human tyrosyl-DNA phosphodiesterase 1 (TDP1): qHTS in cells in absence of CPT | DT40 Tdp1-/- hTDP1 cells, no CPT, ATP luminescence, 48 h | hit rate 15% among 420,000 | Potency, µM (series often up to 46.2 µM), for inactives: top-dose activity change, negative = growth inhibition, hits mostly inhibitors | AID 686978, 2013; note: nearly all actives have a fitted effect of over 55% in size
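Growth of hTDP1-complemented DT40 Tdp1-knockout cells is measured by ATP luminescence after at least 48 hr compound exposure at 37 °C, with DMSO substituting for the 20 nM CPT used in the parallel screen.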
Starred values were filed as active, the others as inactive; u = inconclusive; x = not tested or not shown; & = joins results of further samples; ! = not active in a repeat; [ ] = another dose, or the depositor's remark. Calls come from the whole dose curve; as a rule, active = well fitted curve in the direction sought with a large enough effect; inconclusive = small, poorly fitted or top-dose-only effect, or another doubt; inactive = no such curve, though single readings can be large; an effect the other way counts as inactive or inconclusive. % is set by controls: 0 for no effect and ±100 for the full control effect; potency is the fitted concentration of half-maximal effect.

SMILES | TDP1 cell CPT | TDP1 inh | DT40 TDP1 no CPT
O=C(NC1CCCN(Cc2ccc(Cl)cc2)C1)c1cccc(F)c1 (configuration not stated) | u | x | u
Cc1cccnc1CCNCc1c(C(=O)N2C[C@@H](C)O[C@@H](C)C2)nc2ccc(Cl)cn12 | -8.1% | 1.4% | -10.6%
CCc1cc(C(=O)N2CCCC(CCC(=O)N3CCN(c4ccccn4)CC3)C2)no1 (configuration not stated) | -4.3% | -1.2% | u
Cc1ccc(/C=N/NC(=O)c2cccc(S(=O)(=O)Nc3ccccc3Cl)c2)s1 | -26.7% | 2.7% | -28.0%
Cc1[nH]c2ccccc2c1SCC(=O)O | -5.6% | -4.9% | -15.4%
O=C(NCc1cc([N+](=O)[O-])ccc1O)c1cccc(NS(=O)(=O)c2ccccc2)c1 | -4.5% | 3.4% | -0.4%
O=C(Oc1ccccc1-c1nnco1)c1ccc(Cl)cc1 | -12.9% | 0.0% | -29.5%
CCc1ccc(C(=O)CSc2n[nH]c(-c3ccncc3)n2)cc1 | -13.6% | 1.1% | -22.1%
CCC(Oc1ccccc1)C(=O)Nc1ccccn1 (configuration not stated) | u | -4.2% | u
CC1CC(C)(C)N(C(=O)CN2CCN(C)CC2)c2ccccc21 (configuration not stated) | -10.9% | x | 10.4%
Cc1ccc(C)c(NC(=O)COC(=O)c2ccc(S(=O)(=O)N3CCCC3)cc2)c1 | -4.8% | x | -3.4%
O=C(c1ccc2c(Cl)c3c(nc2c1)CCCC3)N1CCN(c2cccc(C(F)(F)F)c2)CC1 | -9.0% | 0.0% | -11.6%
Cc1ccc(/C=N/NC(=S)Nc2cccc(S(=O)(=O)N(C)C)c2)o1 | 4.61µM* | 9.5% | 2.59µM*
CCCN(CC(=O)Nc1ccc(F)c(F)c1F)C(=O)c1ccc2c(c1)NC(=O)CS2 | u | -0.4% | u
O=C(Nc1ccc(Cl)cc1)N[C@@H]1c2c(ccc3ccccc23)OC[C@@H]1CO | -12.4% | 2.0% | -15.4%
O=C(O)CCNC1CCCCC1 | 5.7% | x | -22.5%
CC(=O)c1ccc(S(=O)(=O)N2CCN(c3ccccc3F)CC2)cc1 | -27.0% | -1.2% | -29.8%
CCN1CCN(C(=S)Nc2ccc(Cl)cc2)CC1 | 6.0% | 1.9% | 8.1%
Cc1sc2c(c1C)c(=O)n(-c1cccc(C(F)(F)F)c1)c(=O)n2Cc1ccccc1C#N | -20.0% | -1.8% | -16.1%
COc1ccc(C(=O)N2CCC(C(=O)c3ccc(F)cc3)CC2)cc1 | u | 2.2% | u
CC(C)(C)n1cnc2cc(NCc3cccs3)ccc21 | u | 7.9% | -17.2%
COc1ccc2c(c1OC)C(=O)OC2C1c2c(cc3c(c2OC)OCO3)CCN1C (configuration not stated) | u | 5.5% | 18.4µM*!
C#CCCC(=O)c1ccccc1/C=[N+](\[O-])c1ccccc1 | u | -0.6% | u
CC(=O)c1ccccc1NC(=O)COC(=O)c1cc[n+]([O-])cc1 | 10.5% | -0.6% | -2.6%
O=C(NCc1ccco1)c1ccc(OC2CCN(Cc3ccccn3)CC2)cc1 | 1.9% | x | -2.9%
N#Cc1cccc(NC(=S)Nc2ccccc2)c1 | -14.7% | 6.7% | -27.5%
COc1cccc(CNC(=O)c2cnc(N3CCCC3)nc2C)c1 | 1.1% | -1.2% | -16.6%
Cc1ccc2c(c1)c1c(c(=O)n(-c3cccc(Cl)c3)c(=O)n1CC(=O)c1ccc(Cl)cc1)n2C | 1.2% | 0.0% | -0.6%
CN(Cc1ccccc1)S(=O)(=O)c1ccc(Cl)c(C(=O)NCCCN2CCOCC2)c1 | -9.2% | x | u
O=C(NCCCn1ccnc1)c1cnn2c1NC(c1ccccc1)CC2C(F)(F)F (configuration not stated) | 4.4% | 0.0% | -5.3%
COC(=O)C1=C(C)N(CC2CC2)C(=NCCN2CCOCC2)N[C@H]1c1ccccc1 | u | x | u
O=C(NCCc1ccccn1)c1nc(Cn2cc([N+](=O)[O-])cn2)no1 | 5.2% | 5.9%[0.0935 µM] | 3.7%
CC(C)(C)c1nnc(NC(=O)Nc2ccc(Cl)cc2)s1 | u | 2.5% | 16.4µM*
CCN(C(=O)c1ccccc1F)c1nc(-c2ccc(OC)cc2)cs1 | 20.6µM* | x | 20.6µM*
O=C(NCc1ccccc1)c1ccc2ccccc2n1 | 0.1% | -4.6% | -19.8%
CCN(CC)C(=O)CN1C(=O)c2cccc3cccc1c23 | -9.1% | x | -21.7%
Cc1ccc(NS(=O)(=O)c2c(F)cc(F)c(Cl)c2F)cc1S(=O)(=O)N1CCOCC1 | -6.6% | 2.4% | -16.6%
O=C(O)c1cccc(Nc2ncnc3ccc(Br)cc23)c1 | -21.4%&-28.4% | 0.0% | u
CCOc1ccc(NC(=O)COC(=O)c2ncc(Cl)c(Cl)c2Cl)cc1 | -2.5% | 2.8% | 2.2%
O=C(COC(=O)CC1CC2CCC1C2)NC(=O)NC1CCCC1 (configuration not stated) | 3.6% | 5.5% | -2.0%
COc1ccc(C)cc1Nc1nc(-c2ccccc2O)nc2ccccc12 | -13.8% | x | -8.3%
CC(C)NC(=O)c1cccc2c1-c1ccccc1C2=O | -16.0% | x | -0.5%
NNC(=O)c1csc(Cc2c(Cl)sc3ccc(Cl)cc23)n1 | 5.1% | x | u
C=CCn1c(CSc2nc3ccccc3s2)n[nH]c1=S | 3.0% | 7.9% | -3.1%
c1ccc(-c2cn3cccnc3n2)cc1 | 0.0% | -2.3% | -1.6%
O=C(CSc1nc2ccccc2c(=O)n1Cc1ccco1)c1ccc(F)cc1 | 11.6µM* | -1.0% | 23.1µM*
CCC(C(=O)Nc1ccccc1OC)n1c(C(=O)OC)cc2sc(Cl)cc21 (configuration not stated) | -21.2% | -6.8% | u
CC1(C(=O)NCc2cccc(Cl)c2)Cc2c(-c3ccc(C(N)=O)cc3)ccnc2O1 (configuration not stated) | -26.8% | x | u
COc1cc(-c2nc3n(n2)C(c2ccncc2)C(C(N)=O)=C(C)N3)cc(OC)c1OC (configuration not stated) | -1.7% | 1.0% | -7.0%
Cc1nc2ccc(NC(=O)N3CCCCC3)cc2nc1C | -1.9% | 1.2% | -18.6%
COC(=O)Nc1ccccc1C(=O)N1CCC(O)(c2ccc(Cl)cc2)CC1 | -19.7% | 2.6% | -28.7%
CC1(c2ccccc2)NC(=O)N(CC(=O)Nc2ccc(N3CCOCC3)cc2N2CCOCC2)C1=O (configuration not stated) | u | -8.3%[0.505 µM] | -5.2%
Cc1ccc(S(=O)(=O)N(c2nc(NC(C)C)nc(NC(C)C)n2)n2cnnc2)cc1 | -2.7% | 5.5% | u
COc1ccc(/C=C(/NC(=O)/C=C/c2ccccc2)C(=O)O)cc1 | 14.2% | 2.6% | -6.3%
O=C(Nc1nc2n(n1)C(c1ccc(F)cc1)C=C(c1ccccc1)N2)c1ccco1 (configuration not stated) | 16.4µM* | 11.4% | 23.1µM*
O=C(Nc1ccccc1C(F)(F)F)C1CC(=O)N(c2ccccc2F)C1 (configuration not stated) | -14.4% | -9.1% | -2.2%
Cc1ccc(S(=O)(=O)N2CCN(C(=O)CNC(=O)c3sc4ccccc4c3Cl)CC2)cc1 | -0.1% | x | -17.5%
O=C(c1ccc2ncsc2c1)N1CCN(c2nc3ccccc3s2)CC1 | u | 3.7% | 14.6µM*
COc1ccc(OC(C)C(=O)N2CCN(c3ccccn3)CC2)cc1 (configuration not stated) | -5.4% | 5.4% | -12.2%
CN1C(=O)[C@@](O)(c2cn(C)c3ccccc23)c2cc(Br)ccc21 | u | x | u

Continued.
SMILES | TDP1 cell CPT | TDP1 inh | DT40 TDP1 no CPT
COc1ccc(Nc2oc(/C=C/c3ccc(OC)c(OC)c3)nc2C#N)cc1 | 18.9% | 2.3% | -2.8%
O=C(Cc1ccc2c(c1)CCCC2)Nc1ccccc1Cl | -23.6% | 0.0% | u
Cc1nc2c(C(=O)NCc3ccccc3Cl)c[nH]n2c(=O)c1Cc1cccc(Cl)c1 | u | 11.8% | u
COc1ccccc1S(=O)(=O)Cc1ccc(C(=O)NC2CC2)o1 | -18.2% | 1.6% | 32.9%[activator]
Cc1cccc(Cn2c(=O)n(Cc3ccco3)c(=O)c3ccccc32)c1 | -29.0% | 0.0% | -22.5%
CC(C)Oc1ccc(C(CC(=O)O)NC(=O)Cc2ccc(Cl)cc2)cc1 (configuration not stated) | 6.2% | x | -11.9%
CCOc1ccc(Nc2nc(N)nc(CCl)n2)cc1 | 2.06µM* | 12.3% | 5.8µM*
O=C(Nc1cccc(F)c1)N1CCCC2(CCN(C(=O)c3ccco3)CC2)C1 | -121.0% | x | -20.0%
CCOc1ccc(CCNC(=O)C(C)N2C(=O)CC(C)(C)Sc3ccccc32)cc1 (configuration not stated) | u | x | u
CCCCN1CCC(CN2C(=S)NC[C@@H]2CC(C)C)CC1 | -4.4% | x | -11.4%
COc1cc(/C=N/N(C)c2ccccc2)cc(Cl)c1O | u | 0.0% | u
O=C(/C=C/c1cccc([N+](=O)[O-])c1)c1ccc([N+](=O)[O-])o1 | 0.164µM* | x | 0.164µM*
O=C(CSc1nc2ccccc2c(=O)n1-c1ccc(OC(F)F)cc1)NC1CC1 | u | -2.0%[56.1 µM] | u
Cc1cc(C(=O)COC(=O)CNC(=O)c2ccccc2)c(C)n1CC1CCCO1 (configuration not stated) | -0.7% | 4.9% | -8.3%
COc1ccc(O)c(CNc2ccccc2F)c1 | -16.4% | 3.5% | u

By substructure, the entries above with a thiophene ring, fused or not.
SMILES | TDP1 cell CPT | TDP1 inh | DT40 TDP1 no CPT
Cc1ccc(/C=N/NC(=O)c2cccc(S(=O)(=O)Nc3ccccc3Cl)c2)s1 | -26.7% | 2.7% | -28.0%
Cc1sc2c(c1C)c(=O)n(-c1cccc(C(F)(F)F)c1)c(=O)n2Cc1ccccc1C#N | -20.0% | -1.8% | -16.1%
CC(C)(C)n1cnc2cc(NCc3cccs3)ccc21 | u | 7.9% | -17.2%
NNC(=O)c1csc(Cc2c(Cl)sc3ccc(Cl)cc23)n1 | 5.1% | x | u
CCC(C(=O)Nc1ccccc1OC)n1c(C(=O)OC)cc2sc(Cl)cc21 (configuration not stated) | -21.2% | -6.8% | u
Cc1ccc(S(=O)(=O)N2CCN(C(=O)CNC(=O)c3sc4ccccc4c3Cl)CC2)cc1 | -0.1% | x | -17.5%

One compound at a time (already shown):
COc1ccc(OC(C)C(=O)N2CCN(c3ccccn3)CC2)cc1 (configuration not stated) is listed with TDP1 cell CPT: -5.4%; TDP1 inh: 5.4%; DT40 TDP1 no CPT: -12.2%
CCC(C(=O)Nc1ccccc1OC)n1c(C(=O)OC)cc2sc(Cl)cc21 (configuration not stated) is listed with TDP1 cell CPT: -21.2%; TDP1 inh: -6.8%; DT40 TDP1 no CPT: u
O=C(NCc1cc([N+](=O)[O-])ccc1O)c1cccc(NS(=O)(=O)c2ccccc2)c1 is listed with TDP1 cell CPT: -4.5%; TDP1 inh: 3.4%; DT40 TDP1 no CPT: -0.4%

Carrying on:
SMILES | TDP1 cell CPT | TDP1 inh | DT40 TDP1 no CPT
O=C(Nc1ncccc1O)c1ccc(S(=O)(=O)N2CCCC2)cc1 | 14.6µM* | x | 18.4µM*
CC(=O)N1C(=O)c2cccc3cccc(c23)C(=O)N1C(C)=O | -4.7% | 9.1% | -33.3%
CNc1ncnc2c1ncn2[C@H]1CN(Cc2ccc(-c3ccccc3)cc2)C[C@@H](CO)O1 | u | x | 23.1µM*
C=C1CCN([C@H](C(=O)NCc2ccc(Cl)c(Cl)c2)C(C)C)S(=O)(=O)c2ccccc21 | -18.0% | x | 4.9%
CN(C(=O)COC(=O)c1cc(NS(=O)(=O)c2cc([N+](=O)[O-])ccc2Cl)ccc1O)C1CCCCC1 | -25.2% | 5.6% | -5.7%
CC(=O)N(Cc1cccnc1)c1nc2c(C)c(C)ccc2s1 | u | 5.2% | u
Cc1ccc2nc(-c3ccc(NC(=S)NCC(C)(C)CN(C)C)cc3)sc2c1 | 6.51µM* | x | 6.51µM*
CN(C(=O)c1c[nH]c(=O)cc1C(F)(F)F)c1ccc(Cl)cc1 | 5.4% | 0.0% | u
COc1ccc(-c2cc(C(F)(F)F)nc(S(C)(=O)=O)n2)cc1 | 2.59µM* | 2.9%&7.0% | 3.26µM*
CC(=O)N1c2ccc(S(=O)(=O)NCC3CCC(C(=O)NCc4ccccc4)CC3)cc2CC1C (configuration not stated) | u | 5.3% | -12.3%
CCNC(=O)c1c(NC(=O)c2nc(SCC)ncc2Cl)sc2c1CCCC2 | u | x | u
CCN(C(=O)COC(=O)c1c(NC(C)=O)sc(C)c1C)c1c(N)n(Cc2ccccc2)c(=O)[nH]c1=O | 5.6% | x | u
Oc1oc(-c2ccc(Br)cc2)nc1C=Nc1ccc(Br)cn1 | -0.8% | 1.2% | u

Screens (PubChem BioAssay)
